ERp5 block – ERp5 (human) disulfide isomerase inhibition. AID 651711. inhibition, % at 9.99 µM. 0.05% of 350,000 active. Q15084. ERp5 insulin aggregation, absorbance 650 nm, 90 min;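 active means mean replicate inhibition above about 25%, with every replicate also reaching it, limit read from the data, passing the limit was not always enough; inconclusive means only one of those two criteria met; inactive means neither criterion met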
Target sequence (Q15084 whole entry, looked up): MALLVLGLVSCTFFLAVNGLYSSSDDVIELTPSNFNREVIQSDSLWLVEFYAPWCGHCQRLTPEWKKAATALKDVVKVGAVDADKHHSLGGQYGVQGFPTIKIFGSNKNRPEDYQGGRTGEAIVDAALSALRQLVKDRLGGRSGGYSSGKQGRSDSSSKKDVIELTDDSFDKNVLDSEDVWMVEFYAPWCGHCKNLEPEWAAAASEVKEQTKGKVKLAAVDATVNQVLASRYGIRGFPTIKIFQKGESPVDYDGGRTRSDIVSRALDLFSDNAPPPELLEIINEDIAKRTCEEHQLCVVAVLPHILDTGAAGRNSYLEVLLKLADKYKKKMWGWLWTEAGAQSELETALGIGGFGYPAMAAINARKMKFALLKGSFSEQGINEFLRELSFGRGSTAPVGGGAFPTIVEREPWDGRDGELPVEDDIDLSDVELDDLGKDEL
ARNT-TACC3 inh – disrupts binding between human ARNT and TACC3; Q9Y6A5; AlphaScreen His-ARNT PAS-B/GST-TACC3 binding, luminescence; TACC3 fragment carries E629A point mutation; inhibition, % at 9.99 µM; 0.66% of 390,000 active; AID 623870;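 active means mean inhibition of replicates at least 50% and at least half of replicates each reaching 50%; inconclusive means half or more replicates reach 50% but mean below 50%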;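 further: 0% = complete ARNT plus TACC3 wells and 100% = ARNT alone without TACC3; many hits fall short of the cut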
Statin myotox sup – suppressors of simvastatin-induced myotoxicity in C2C12 myotubes | 0.78% of 330,000 active | rescue of ATP level, % at 7.49 µM | ATP luminescence, 48 h; scaled: DMSO 0, geranylgeraniol control 100;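 active means mean ATP rescue above about 67%, or every replicate alone reaching that limit, limit read from the data, passing the limit was not always enough; inconclusive means no clear call, values can overlap the other calls; inactive means mean under the limit and some replicate under it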;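 further: myotubes were challenged with 10 µM simvastatin during compound exposure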
Cneo AK release – Cryptococcus neoformans lysis via adenylate kinase release; C. neoformans lysis, adenylate kinase release luminescence, 4 h; normalised: neutral wells 0, clomiphene wells 100; lysis activity, % at 15 µM; 0.2% of 360,000 active; AID 651654;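 active means mean lysis activity across replicates of at least 80%, whatever share of replicates individually reach that level; inactive means mean lysis activity below 80%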
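Assay system: Cryptococcus neoformans yeast cells / Dosing: single-point compound dose / Timing: 4 h at 37 °C static, read 1 h later / Measured by: luminescence of released adenylate kinase using an AK detection reagent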
esBAF inh – blocks esBAF chromatin remodeling in mouse ES cells; 2% of 350,000 active; reporter increase, % at 12.5 µM; AID 602393; Bmi1-luciferase knock-in reporter, 24 h; 100% = twice the neutral-well signal; in the data active means activation above about 40%; inconclusive means no clear call, values can overlap the other calls;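 further: 0% = median of the plate's neutral control wells and 100% = double that signal; a rise in the Bmi1 reporter signal indicates esBAF inhibition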
miR-122 sensor – blocks miR-122 activity in Huh7 sensor cells. Huh7 miR-122 Renilla luciferase sensor, 48 h; neutral wells = 0, positive control = 100. activation (reporter increase), % at 12.5 µM. 0.3% of 340,000 active. AID 602342;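 active means mean replicate activation score at least 90 and every replicate individually at or above 90; inconclusive means only one of the two criteria met; inactive means neither criterion met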;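 further: higher luciferase means less miR-122 activity so hits act as miR-122 inhibitors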
SIRT5 block – inhibitors of human sirtuin-5 desuccinylase; Q9NXA8; Purified SirT5, succinyl-peptide AMC, trypsin-coupled fluorescence; inhibition, % at 15 µM; 1.1% of 330,000 active; AID 652115; in the data active means inhibition above about 15%; inconclusive means no clear call, values can overlap the other calls
Target sequence (Q9NXA8 whole entry, looked up): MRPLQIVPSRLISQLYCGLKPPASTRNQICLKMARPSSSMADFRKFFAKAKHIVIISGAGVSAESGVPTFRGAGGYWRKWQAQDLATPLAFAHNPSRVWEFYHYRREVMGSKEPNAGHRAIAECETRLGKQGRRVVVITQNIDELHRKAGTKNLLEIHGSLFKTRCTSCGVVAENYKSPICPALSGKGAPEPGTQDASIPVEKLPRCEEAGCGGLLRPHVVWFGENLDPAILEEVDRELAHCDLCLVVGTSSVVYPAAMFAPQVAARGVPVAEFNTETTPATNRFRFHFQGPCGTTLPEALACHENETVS
* = called active by the depositor; u = inconclusive; x = not tested or not shown; & = joins results of further samples; [ ] = another dose, or the depositor's remark.

SMILES	ERp5 block	ARNT-TACC3 inh	Statin myotox sup	Cneo AK release	esBAF inh	miR-122 sensor	SIRT5 block
COc1ccc(S(=O)(=O)Nc2ccc3cn[nH]c3c2)cc1[N+](=O)[O-]	4	5	1	-1	1	13	14
C=CCn1c(SCC(=O)NC(=O)NCC(C)C)nnc1C1CCCCC1	x	-3	-4	-2	-1	7	x
O=C(C1CCCN(S(=O)(=O)Cc2ccccc2)C1)N1CCC(Cc2ccccc2)CC1 (configuration not stated)	x	0	-37	x	-4	-9	x
O=C1c2ccccc2NC(c2cccc([N+](=O)[O-])c2)N1CCc1ccccc1 (configuration not stated)	-6	4	-49	-3	46*	-5	-8
COc1ccccc1CNC(=O)C1CCN(S(C)(=O)=O)CC1	x	2	-3	-1	-2	3	x
C/C(=N\NC(=O)c1ccc(-n2cnnn2)cc1)c1ccc(Cl)cc1	-6	-1	-5	-1	-2	-9	-8
CC(C)CN(C1CCS(=O)(=O)C1)S(=O)(=O)c1ccc2ccccc2c1 (configuration not stated)	-1	-5	-3	-2	1	11	-1
O=C(COC(=O)c1cccnc1Nc1ccccc1F)NCCN1C(=O)CSC1=O	7	7	6	x	2	2	4
COc1cccc(-c2cnc3c(c2)C(=O)N([C@@H](C)CO)C[C@@H](C)[C@H](CN(C)Cc2ccc(C(=O)O)cc2)O3)c1	2	-6	10	-5	0	-5[16.7 µM]	1
Cc1cccc(NC(=O)Cc2ccc(Br)cc2)n1	2	0	0	0	45*	-1	3
Cc1ccc(CN2CCN(C(=O)CCc3ccccc3)CC2)cc1	2	34	-4	4	-13	3	-4
N#Cc1nc(-c2ccccc2)oc1NCc1ccco1	7	9	3	-3	-30	-7	x
Cc1cnc(NC(=O)CCCSc2nc3ccccc3s2)s1	x	4	2	1	-2	-7	x
C[C@@H]1CN([C@@H](C)CO)C(=O)c2cc(/C=C/c3ccccc3)cnc2O[C@@H]1CN(C)C(=O)Cc1cccnc1	2	-2	-10	27	-1	5[16.7 µM]	-6
C[C@H](CO)N1C[C@H](C)[C@@H](CN(C)Cc2ccncc2)Oc2ncc(C3=CCCCC3)cc2C1=O	-5	-3	4	6	0	-3[16.7 µM]	0
Cc1ccc(S(=O)(=O)Nc2ccc3c(c2)C(=O)N([C@H](C)CO)C[C@H](C)[C@H](CN(C)C(=O)Nc2c(C)noc2C)OCCCC[C@H](C)O3)cc1	21	-8	x	1	-2	-6[16.7 µM]	-2
COc1ccc(CNc2nc(NCc3ccc(OC)cc3)n(S(C)(=O)=O)n2)cc1	x	4	28	1	-1	-2	x
COc1nc(OC)nc(N(C)CCO)n1	x	-3	7	1	-4	0	x
CCCCn1c(CN2CCN(c3cccc(Cl)c3)CC2)nc2c1c(=O)n(C)c(=O)n2C	x	1	-24	1	-13	6	x
O=C(NCCS(=O)(=O)N1CCN(c2ccccc2F)CC1)c1cccs1	-5	-5	4	0	-4	x	-3
COc1cc(C(=O)N2CC(C)OC(C)C2)c([N+](=O)[O-])cc1OC (configuration not stated)	-2	-6	31	4	-4	-4	0
Cc1noc(C)c1COC(=O)c1cc2c3ccccc3n(C)c2s1	4	x	x	-3	x	5	-3
CC(=O)Nc1ccc2c(c1)C(=O)N(C)[C@H]1CC[C@H](CC(=O)Nc3ccccc3Cl)O[C@@H]1CO2	x	-8	17	-6	4	-33[16.7 µM]	x
O=C(CN1CCCN(Cc2ccc(F)cc2Cl)C1=O)NC1CCCCCC1	1	-2	1	1	0	-17	-3
COc1ccc(C2N=C(c3ccccc3)NO2)cc1OC (configuration not stated)	0	10	3	-2	52*	6	0
C[C@@H]1CN([C@@H](C)CO)C(=O)c2cc(C#CCN(C)C)cnc2O[C@H]1CN(C)C(=O)Cc1ccncc1	2	-5	28	-1	7	-3[16.7 µM]	1
C[C@@H]1CN([C@@H](C)CO)C(=O)c2cccc(NS(=O)(=O)c3cn(C)cn3)c2O[C@H]1CN(C)CC1CC1	0	-8	-11	-3	1	-1[16.7 µM]	-4
COc1cc(C(=O)OCCN2CCOCC2)ccc1O	x	x	108*	-1	9	-2	x
CCOC(=O)CSc1nc2ccccc2c(=O)n1CC1COc2ccccc2O1 (configuration not stated)	x	-10	-2	1	-5	1	x
CC(=O)Nc1cccc(NC(=O)Nc2cccc(F)c2)c1	2	2	x	x	x	x	-2

Molecules listed so far that have a thiophene ring, fused or not, in the order listed:
SMILES	ERp5 block	ARNT-TACC3 inh	Statin myotox sup	Cneo AK release	esBAF inh	miR-122 sensor	SIRT5 block
O=C(NCCS(=O)(=O)N1CCN(c2ccccc2F)CC1)c1cccs1	-5	-5	4	0	-4	x	-3
Cc1noc(C)c1COC(=O)c1cc2c3ccccc3n(C)c2s1	4	x	x	-3	x	5	-3

Remaining list, next part.
SMILES	ERp5 block	ARNT-TACC3 inh	Statin myotox sup	Cneo AK release	esBAF inh	miR-122 sensor	SIRT5 block
CN1CCN(c2ccc(CNC[C@H]3O[C@@H](n4cnc5c(=O)[nH]c(N)nc54)[C@H](O)[C@@H]3O)c(S(C)(=O)=O)c2)CC1	-5	x	-14	0	1	-2	-2
COc1ccc2cc3[n+](cc2c1OC)CCc1cc2c(cc1-3)OCO2	1&1	3&22	-106&-111	-2&-3	-35&-31	-4&-7	4
O=C(C[C@H]1CC[C@@H](NC(=O)C2CCC2)[C@H](CO)O1)NCc1ccncc1	3	-1	-1	-1	0	x	-3
CC=Cc1ccc2n(c1=O)C[C@@H]1[C@@H](CO)[C@H](C(=O)NCc3ccc4c(c3)OCO4)[C@H]2N1C(=O)C1CC1 (mixture of isomers)	-5	-5	14	101*	-4	9[16.7 µM]	1
O=C(c1ccccc1)N(CCCl)C(=O)N(CCCl)C(=O)c1ccccc1	2	x	x	-1	x	x	-3
Cc1noc(C)c1NC(=O)Nc1ccc2c(c1)C(=O)N([C@@H](C)CO)C[C@H](C)[C@H](CN(C)S(=O)(=O)c1cccs1)OCCCC[C@H](C)O2	0	-8	-64	0	-4	4[16.7 µM]	-8
COc1ccc(-c2nc(C#N)c(NCc3ccc(F)cc3)o2)cc1OC	x	-1	22	48	23	16	x
O=C(C[C@@H]1CC[C@H]2NC[C@H](O)COC[C@@H]2O1)Nc1ccccc1	-5	12	-3	-3	-1	-1[16.7 µM]	-1
O=C(NCc1ccccc1)[C@@H]1[C@@H](CO)[C@@H]2Cn3c(cccc3=O)[C@H]1N2	-3	3	6	0	2	-4[16.7 µM]	-3
COc1cc(OC)cc(C(=O)NNC(=O)Cc2cccs2)c1	-7	2	8	2	3	1	3
CCCCn1c(N)c(N(CC(C)C)C(=O)c2ccc3c(c2)NC(=O)C(C)S3)c(=O)[nH]c1=O (configuration not stated)	7	0	x	-1	x	0	-3
O=c1oc(-c2ccccc2NS(=O)(=O)c2ccc(F)cc2)nc2ccccc12	-1	6	x	-2	x	x	1
Cc1cc(C)c2c(c1)OC(O)(C(F)F)CC2=O (configuration not stated)	-6	-19	-39	0	1	-3	-1
CCNC(=S)N1CCc2cc(OC)c(OC)cc2C1COc1ccccc1OC (configuration not stated)	3	1	15	-1	4	2	-1
Cc1cc(C)cc(NC(=O)C2CCCN2C(=O)Oc2ccccc2)c1 (configuration not stated)	x	2	6	1	1	5	x
COc1ccc(NS(=O)(=O)c2ccc(C)c(C(=O)NCC(c3ccco3)N(C)C)c2)cc1 (configuration not stated)	1	2	3	5	-5	-1	0
C[C@H](CO)N1C[C@H](C)[C@@H](CN(C)C)Oc2c(NC(=O)Nc3ccc(C(F)(F)F)cc3)cccc2C1=O	-3	-2	-13	-9	19	18[16.7 µM]	1
CCNC(=O)C[C@H]1CC[C@@H]2[C@H](COC[C@@H](O)CN2C(=O)Nc2ccc3c(c2)OCO3)O1	4	11	-4	-7	13	4[16.7 µM]	-1
CCOC(=O)C1=C(C)NC(C)=C(C(=O)OCC)C1C(=O)OCC(=O)NC	2	-3	0	9	-1	3	-4
Cn1c(=O)[nH]c(=O)c2c1nc(NCCCn1ccnc1)n2Cc1ccc(F)cc1	x	-2	x	0	-6	6	x
CC(C)CC#Cc1ccc2c(c1)O[C@H](CN(C)C(=O)Nc1ccccc1F)[C@@H](C)CN([C@@H](C)CO)S2(=O)=O	-1	-14	-15	3	-8	107*[16.7 µM]	6
Cc1ccnc(NC(=O)c2ccc(N3C(=O)CCC3=O)cc2)c1	x	x	-22	-3	u	-2	x
C[C@@H]1CN([C@H](C)CO)C(=O)c2cc(-c3ccc(C#N)cc3)cnc2O[C@H]1CN(C)C(=O)CN(C)C	6	-4	9	1	3	-3[16.7 µM]	-7
CN(C)c1ccc(CCc2ccc(N)cc2)cc1	-1	23	10	-1	-37	-3	-4
CC1CCC2(CC1)NC(=O)N(CC(=O)c1ccc3c(c1)OCO3)C2=O (configuration not stated)	1	-5	x	0	x	4	-2
C[C@H](CO)N1C[C@H](C)[C@H](CN(C)C(=O)Nc2ccccc2)OCCCC[C@H](C)Oc2ccc(NC(=O)c3ccccc3)cc2C1=O	3	-8	x	-2	11	-4[16.7 µM]	6
CCCNC(=O)N(C)C[C@H]1Oc2cc(-c3ccc(C)cc3)ccc2S(=O)(=O)N([C@@H](C)CO)C[C@H]1C	-10	6	6	-1	3	-14[16.7 µM]	-2
CC(C)CCNC(=O)NC(=O)COC(=O)C1=COCCO1	x	-4	7	-1	-4	-13	x
O=C(CC(Cc1ccccc1)C(=O)O)Nc1ccc(Cl)c(Cl)c1 (configuration not stated)	-1	-3	1	1	0	-5	-3
COc1ccccc1NC(=O)CCSc1nc(C)cs1	-2	-5	2	-3	2	-2	4
O=C(CCc1c[nH]c2ccccc12)NCc1cccc(Cl)c1	2	9	3	0	-2	1	5
COC(=O)c1ccc(C)c(NC(=O)c2ccc(Cn3cc([N+](=O)[O-])cn3)o2)c1	-1	-2	x	0	x	-1	-3
O=C(CSc1ccsc1[N+](=O)[O-])N1CCN(c2ccccc2)CC1	0	x	6	x	4	-4	0
Cc1ccc(S(=O)(=O)Nc2nc(CN3CCOCC3)nc3sc(C)c(C)c23)cc1	-5	-5	5	-1	-1	6	2
Cc1ccc(OCCCC(=O)N2CCN(S(=O)(=O)c3cccc(F)c3)CC2)cc1	-3	-16	x	x	x	x	-3
CN1C(=O)c2cc(NS(C)(=O)=O)ccc2OC[C@@H]2O[C@@H](CC(=O)NC3CCCCC3)CC[C@H]21	1	-5	8	-2	-3	x	-7
COCc1c(C(=O)OCc2c(C)noc2C)oc2ccccc12	6	-19	x	x	x	x	-2

No enrichment for hits; about 4% have a hit in one of these screens.
